Assay outcomes from PubChem BioAssay.
APOBEC3G inh = APOBEC3G (human) deaminase inhibition | Q9HC16 | inhibition, % at 20 µM | hit rate 0.28% among 330,000 | recombinant A3G, ssDNA deamination FAM/TAMRA fluorescence;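 active means inhibition of at least 40% at 20 µM, with no more than 30% in the related APOBEC3A deaminase screen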;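 further: plate controls were DMSO wells with A3G for no effect and wells lacking A3G enzyme for full effect; some compounds called inactive have numbers as strong as hits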
SENP1 inh = blocks the human SENP1 SUMO protease catalytic domain; inhibition, % at 10 µM; recombinant SENP1 catalytic domain, CyPet-SUMO1-YPet FRET cleavage; Q9P0U3; hit rate 0.21% among 360,000; AID 624204;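 active means inhibition at least 30% at 10 µM, raw YFP signal under a set limit, fluorescence ratio 0.5 to 1.5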;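 further: 0% = enzyme with DMSO and 100% = no enzyme wells; some results filed as inactive read as strong as hits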
Target sequence (Q9P0U3 419-644 limits assumed): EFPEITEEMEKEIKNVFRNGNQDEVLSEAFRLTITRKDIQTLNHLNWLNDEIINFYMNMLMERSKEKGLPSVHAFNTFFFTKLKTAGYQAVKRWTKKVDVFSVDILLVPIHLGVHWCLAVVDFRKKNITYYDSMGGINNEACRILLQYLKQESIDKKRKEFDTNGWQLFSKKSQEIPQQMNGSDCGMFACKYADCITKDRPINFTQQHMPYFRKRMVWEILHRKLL
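Test system: human SENP1 catalytic domain; medium: Tris pH 8 buffer plus EDTA, NaCl, BME, BSA, NP40, catalase; incubation: 50 min reaction at room temperature; technique: FRET, CFP and YFP emission; controls: no-enzyme low control and enzyme-plus-DMSO high control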
SENP8 block-1 = inhibitors of human SENP8 protease; hit rate 1.2% among 330,000; inhibition, % at 10 µM; AID 2540; Q96LD8; purified SENP8, Z-RLRGG-aminoluciferin cleavage, luminescence; in the data active means inhibition above about 50%
Target sequence (Q96LD8 whole entry, looked up): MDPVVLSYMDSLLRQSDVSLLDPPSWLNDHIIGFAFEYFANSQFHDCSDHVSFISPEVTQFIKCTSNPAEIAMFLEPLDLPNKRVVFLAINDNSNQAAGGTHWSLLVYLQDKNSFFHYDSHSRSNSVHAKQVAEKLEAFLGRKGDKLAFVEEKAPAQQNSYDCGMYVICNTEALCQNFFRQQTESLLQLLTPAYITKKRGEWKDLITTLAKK
SENP6 block = inhibitors of human SENP6 protease. AID 2599. Recombinant SENP6 catalytic domain, aminoluciferin luminescence. inhibition, % at 10 µM. hit rate 1.8% among 330,000;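 active means inhibition above about 50% at the single tested dose, limit read from the data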;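 further: plate controls were DMSO wells with enzyme for no effect and DMSO wells lacking enzyme for full effect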
Apaf1 inhib = inhibitors of human Apaf-1 apoptosome. reconstituted apoptosome caspase-3 activity, DEVD-Rh110 fluorescence. inhibition, % at 20 µM. hit rate 0.71% among 330,000. AID 489030; active means inhibition of at least 40% at 20 µM;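 further: plate controls were DMSO wells for no effect and DEVD-CHO caspase inhibitor wells for full effect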
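Medium: Hepes buffer, pH 7.5 / System: biochemical Apaf-1 apoptosome reconstitution / Measured by: Rh110 fluorescence, excitation 480 nm, emission 540 nm / Times: compound with Apaf-1, dATP, procaspase-3 30 min, then 50 min reaction, room temperature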
UBC13 inh = human UBC13 polyubiquitination inhibition; UBC13 polyubiquitin chain formation, TR-FRET; inhibition, % at 20 µM; hit rate 0.47% among 330,000; AID 485273; in the data active means inhibition above about 45%, passing the limit was not always enough
Target sequence (P61088 whole entry, looked up): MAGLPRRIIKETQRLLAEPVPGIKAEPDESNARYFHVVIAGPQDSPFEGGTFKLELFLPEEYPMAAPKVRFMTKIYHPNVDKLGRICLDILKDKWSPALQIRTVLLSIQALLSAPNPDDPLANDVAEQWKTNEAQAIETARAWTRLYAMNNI
SENP7 block = inhibitors of human SENP7 protease; Q9BQF6; recombinant SENP7, Z-RLRGG-aminoluciferin luminescence, 40 min; inhibition, % at 5 µM; hit rate 1.5% among 330,000; AID 434973;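 active means inhibition above about 50% at the single test dose, limit read from the data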;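 further: plate controls were DMSO with enzyme for no effect and no enzyme buffer wells for full effect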
Target sequence (Q9BQF6 706-1050 limits assumed): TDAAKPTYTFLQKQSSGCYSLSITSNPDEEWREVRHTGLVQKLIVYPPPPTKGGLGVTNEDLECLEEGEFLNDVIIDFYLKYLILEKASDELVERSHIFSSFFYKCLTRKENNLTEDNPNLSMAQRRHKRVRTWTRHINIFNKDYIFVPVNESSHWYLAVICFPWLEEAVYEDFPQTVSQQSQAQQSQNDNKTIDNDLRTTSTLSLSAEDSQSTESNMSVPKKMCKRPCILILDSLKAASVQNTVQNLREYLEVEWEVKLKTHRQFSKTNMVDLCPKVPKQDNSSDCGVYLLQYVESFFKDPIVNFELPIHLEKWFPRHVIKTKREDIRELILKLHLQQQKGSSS
SENP8 block-2 = blocks human SENP8 cleavage of Nedd8 substrate | hit rate 0.64% among 360,000 | inhibition, % at 20 µM | Q96LD8 | AID 602440 | recombinant SENP8, Nedd8 substrate fluorescence; in the data active means inhibition mostly above about 40%, no sharp cut-off; inactive means mostly below about 27%
* marks the source's active call; other numbers are inactive results; x = not tested or not shown.

SMILES	APOBEC3G inh	SENP1 inh	SENP8 block-1	SENP6 block	Apaf1 inhib	UBC13 inh	SENP7 block	SENP8 block-2
O=C(Nc1cc(C(=O)N2CCCC2)ccc1N1CCCC1)c1ccccc1	-6.1	-7.6	-6.9	-15.9	-14.7	-3.1	12.0	9.7
CCOC(=O)c1c(C)nc(C)c(C(=O)OCC)c1-c1ccc(OC)cc1	-5.7	0.4	1.8	18.7	-7.0	15.0	-5.5	6.3
CC1CCCC(C)N1c1ccc(S(=O)(=O)N2CCOCC2)cc1Cl (stereo unspecified)	-4.2	1.9	0.1	3.6	27.1	1.1	1.2	5.9
OCCC1CN(CCCc2ccccc2)CCN1CCc1ccccc1 (stereo unspecified)	-5.3	-1.6	2.8	9.2	3.2	4.2	-1.1	-5.2
Nn1c(SCC(=O)Nc2ccc3c(c2)OCCO3)nnc1-c1ccncc1	-5.1	0.3	-7.2	-9.1	1.5	-3.0	10.8	0.0
Cc1ccccc1Nc1nc(NCc2ccco2)c2ccccc2n1	0.3	-31.3	14.7	-4.7	8.1	25.9	14.3	-411.6
Cc1noc(C)c1NC(=O)N(C)C[C@H]1Oc2ccc(NC(=O)Cn3cnnn3)cc2C(=O)N([C@H](C)CO)C[C@@H]1C	-4.3	-1.9	-0.8	-4.3	-8.5	4.6	1.3	2.6
CC(C)c1ccc(/C=C/C(=O)O)cc1	-4.8	1.0	-14.1	-25.9	0.8	-10.8	-3.5	12.0
O=C(Cn1cc(CNC(=O)C2CCCCC2)nn1)Nc1cc(C(F)(F)F)ccc1Cl	-3.6	-0.2	0.9	-4.9	14.0	3.1	5.2	7.2
O=C(Nc1cccc(Cl)c1)c1cc([N+](=O)[O-])ccc1N1CCN(CCO)CC1	-11.8	-1.8	-6.7	-21.6	9.4	-2.5	-6.3	12.0
Cc1cccc(N2CCN(C(=O)Cc3ccc(-n4c(=O)[nH]c5ccsc5c4=O)cc3)CC2C)c1 (stereo unspecified)	-1.5	-2.6	-5.7	0.2	3.7	28.4	6.1	8.4
O=C(NCc1ccccc1)C1CCCN1S(=O)(=O)c1cccc2cccnc12 (stereo unspecified)	-7.7	-0.5	-4.7	-11.5	14.9	-2.3	-7.0	-1.3
COc1ccc(-c2nnc(CSc3nc4ccccc4c(=O)n3C)o2)cc1OC	-5.7	1.4	-3.5	12.1	-3.3	4.1	-3.3	2.1
COc1ccccc1OCCCCCCN1CCN(C)CC1	-6.5	1.5	-9.4	-8.5	1.1	2.6	6.0	12.7
Cc1c(C(=O)N2CCN(c3ncccn3)CC2)sc2nc3n(c(=O)c12)CCCC3	-3.1	1.4	-11.4	-8.9	11.5	-0.6	-10.8	8.5
COc1ccc(OC)c(CN2CCCC(C(=O)c3ccccc3SC)C2)c1 (stereo unspecified)	-0.2	-0.9	0.6	-15.8	-9.2	3.1	-3.4	19.0
CN1CCN(c2ccccc2NC(=O)Cc2ccc(Cl)cc2)CC1	-1.1	0.0	6.8	1.2	-9.0	9.3	-1.3	6.0
COc1cc(/C=C/c2cccc[n+]2C)ccc1OCC(=O)Nc1ccccc1	21.8	-12.1	-1.5	-14.6	-0.6	-5.2	1.3	-141.0
O=C(NC(N1CCOCC1)C(Cl)(Cl)Cl)c1ccco1 (stereo unspecified)	-8.1	2.2	-4.7	-23.6	4.9	0.3	-10.2	-9.7
CCC(=O)Nc1cccc(C2=NOC3(C2)C[C@@H](C(N)=O)N(C(=O)c2ccc(OC)cc2)C3)c1 (stereo partly specified)	-5.5	-1.0	-0.4	-1.1	-3.3	-0.1	4.5	-6.4

Four of the compounds above, as labelled records:
smiles: O=C(NCc1ccccc1)C1CCCN1S(=O)(=O)c1cccc2cccnc12 (stereo unspecified)
  APOBEC3G inh = -7.7 | SENP1 inh = -0.5 | SENP8 block-1 = -4.7 | SENP6 block = -11.5 | Apaf1 inhib = 14.9 | UBC13 inh = -2.3 | SENP7 block = -7.0 | SENP8 block-2 = -1.3
smiles: COc1ccc(-c2nnc(CSc3nc4ccccc4c(=O)n3C)o2)cc1OC
  APOBEC3G inh = -5.7 | SENP1 inh = 1.4 | SENP8 block-1 = -3.5 | SENP6 block = 12.1 | Apaf1 inhib = -3.3 | UBC13 inh = 4.1 | SENP7 block = -3.3 | SENP8 block-2 = 2.1
smiles: COc1ccccc1OCCCCCCN1CCN(C)CC1
  APOBEC3G inh = -6.5 | SENP1 inh = 1.5 | SENP8 block-1 = -9.4 | SENP6 block = -8.5 | Apaf1 inhib = 1.1 | UBC13 inh = 2.6 | SENP7 block = 6.0 | SENP8 block-2 = 12.7
smiles: Cc1c(C(=O)N2CCN(c3ncccn3)CC2)sc2nc3n(c(=O)c12)CCCC3
  APOBEC3G inh = -3.1 | SENP1 inh = 1.4 | SENP8 block-1 = -11.4 | SENP6 block = -8.9 | Apaf1 inhib = 11.5 | UBC13 inh = -0.6 | SENP7 block = -10.8 | SENP8 block-2 = 8.5

(further entries)
SMILES	APOBEC3G inh	SENP1 inh	SENP8 block-1	SENP6 block	Apaf1 inhib	UBC13 inh	SENP7 block	SENP8 block-2
CN(Cc1ccccc1)CC(O)COc1ccc(CNCCc2cccnc2)cc1 (stereo unspecified)	-5.6	-4.5	-2.8	-3.6	-17.2	7.2	3.7	13.8
CC(=O)[C@H]1[C@H](C#N)C[C@H]2[C@@H]3CC=C4C[C@@H](O)CC[C@]4(C)[C@H]3CC[C@@]21C	-3.9	2.3	0.7	-6.2	3.6	-3.9	4.6	1.0
NC1=NC(=O)/C(=C\c2ccco2)S1	45.6	0.8	-6.0	-23.5	-5.5	8.5	-3.0	18.1
COc1ccccc1N(CC(=O)NC1CCCCC1)C(=O)c1csnn1	0.0	-0.8	5.7	-3.6	1.1	3.8	0.6	20.8
COc1cccc(N2CC(O)Cn3c2nc2c3c(=O)n(CCCc3ccccc3)c(=O)n2C)c1 (stereo unspecified)	-6.1	0.3	3.9	12.3	1.7	5.9	2.5	2.3
S=c1nccc(-c2ccc3c(c2)CCO3)[nH]1	-13.0	0.1	1.8	-1.2	-10.1	-0.5	5.8	-31.2
COc1ccc(OC)c(-c2nn(-c3ccccc3)cc2C(=O)NCC(c2ccco2)N2CCCC2)c1 (stereo unspecified)	-9.4	1.2	-0.2	-1.1	-117.3	13.1	3.1	-17.2
CCOc1ncccc1C(=O)OCC(=O)N1CC(=O)Nc2ccccc21	-4.3	-1.0	-7.8	-3.2	9.6	-20.8	-5.0	-1.4
COc1ccc(S(=O)(=O)N2CCOCC2)cc1NC(=O)CN1C(=O)NC2(CCCCC2C)C1=O (stereo unspecified)	-4.5	1.8	4.1	-4.2	5.7	-5.9	-2.0	18.6
Cc1cc(-c2ccc(S(=O)(=O)N3CCN(c4cccc(C(F)(F)F)c4)CC3)s2)on1	-2.0	-1.6	-9.2	-11.8	-3.4	12.5	11.7	-4.1
CC(C)CNC(=O)c1ccc(COc2ccc(Cl)cc2Cl)o1	0.1	1.8	2.1	-12.2	13.0	8.7	9.0	11.6
Clc1ccc(-c2nnc(SCc3nc4ccccc4s3)o2)cc1	-3.3	-13.7	-8.6	0.3	6.9	-9.7	0.9	-38.2
COc1c(C)cc(C(=O)C2CCCN(C(=O)/C=C/c3ccccn3)C2)cc1C (stereo unspecified)	-1.7	0.1	-8.4	-4.8	6.7	-11.1	-13.9	21.4
COc1ccc(S(=O)(=O)N2c3ccc(F)cc3CCC2C)cc1 (stereo unspecified)	5.4	1.1	-5.9	9.6	9.3	-10.2	6.2	6.7
Cc1cc(N2CCCC2=O)ccc1S(=O)(=O)Nc1c(C)nn(C)c1C	-5.4	-1.0	0.5	-2.0	1.4	-4.4	10.4	-0.4
CCNC(=S)NNC(=O)c1ccc(OC(F)F)cc1	-5.2	2.1	-16.4	-4.0	-15.5	-3.8	-4.3	5.8
Cc1ccc(OCCNc2ccc(C(F)(F)F)cc2[N+](=O)[O-])cc1	-3.8	1.6	-9.0	-18.1	7.8	-10.3	-8.0	37.8
Cc1cc(-c2n[nH]c(=S)n2/N=C/c2ccc(Cl)c([N+](=O)[O-])c2)n[nH]1	52.2	2.4	4.8	-2.5	2.3	5.6	1.2	16.2
Cc1cc(Nc2cccc([N+](=O)[O-])c2)c2cccc(C)c2n1	-5.0	2.8	-0.3	0.1	-17.4	5.0	4.8	26.5
COc1cc(C)nc(NC(=S)N(C)C(=O)c2ccccc2)n1	-6.6	1.5	1.9	-15.6	-1.0	8.0	6.4	27.2
CCC(Sc1ccc(Cl)cc1)C(=O)Nc1nnc(-c2cccc([N+](=O)[O-])c2)s1 (stereo unspecified)	-4.1	2.8	0.1	-6.4	3.8	-5.7	-3.8	3.3
CC1CSc2nc3sc4c(c3c(=O)n21)CCCC4 (stereo unspecified)	-5.7	-0.2	-14.1	0.8	4.5	26.4	4.5	-33.6
O=C(CN1C(=O)CCC1=O)Nc1nc(-c2ccc(Cl)s2)cs1	-1.8	-3.8	-3.9	18.4	-1.4	1.1	6.8	9.0
Cc1ccc(S(=O)(=O)NC(=O)Nc2ccc(F)cc2)cc1	-3.8	1.2	-4.6	-6.8	-8.2	-0.7	-2.4	24.6
COc1ccc(CCNC(=O)CCCN2C(=O)c3ccccc3C2=O)cc1OC	-6.1	2.4	0.5	-9.4	-9.0	-2.5	-4.2	-0.3
COC(=O)c1ccc(Oc2c(F)c(F)nc(N3CCOCC3)c2F)cc1	0.6	3.6	-8.0	-3.1	7.8	-1.7	-0.4	4.2
CCn1c2ccccc2c2cc(N=C3SC(CC(=O)Nc4ccccc4OC)C(=O)N3C)ccc21 (stereo unspecified)	-0.6	4.5	-1.2	-1.7	7.2	-7.2	-1.2	13.2
Cc1ccc(C2CC(c3cccc(Br)c3)n3nc(N)nc3N2)cc1 (stereo unspecified)	-2.9	2.0	-1.8	-12.3	12.0	10.7	-3.9	-218.9
COc1cccc(/C=C2\SC(=O)N(CC(=O)NC3CCS(=O)(=O)C3)C2=O)c1 (stereo unspecified)	4.3	0.2	-1.3	4.9	1.7	-3.5	6.1	-44.5
Cc1cc(N)c2cc(NC(=O)/C=C/c3ccccc3Cl)ccc2n1	-13.2	1.1	8.2	-12.8	64.3*	117.1*	-2.3	-11.3
CC(=O)Oc1ccc(C23CC4CC(CC(C4)C2)C3)cc1C(=O)O	0.7	x	0.0	-7.6	12.6	-3.4	3.5	x
CC1(C)Cc2c(ccc3ccccc23)C(=O)N1	-5.4	1.0	-6.1	-19.5	6.0	-10.1	-11.5	-5.1
CCOC(=O)Cc1nnc(NC(=O)CSc2ncc(-c3ccccc3)nn2)s1	-9.8	1.4	0.5	9.6	-7.0	-5.8	13.0	21.4
COc1ccc(OC)c(C2=NS(=O)(=O)N(C)C(C(=O)NCc3cccs3)=C2)c1	-3.0	15.3	8.6	-6.1	7.6	0.1	-1.7	24.3
Cc1cccc(Nc2cnn(C34CC5CC(CC(CC(=O)O)(C5)C3)C4)c(=O)c2Cl)c1	-5.5	0.8	-8.8	9.6	-6.4	-6.5	49.2	19.2
O=[N+]([O-])c1cnccc1Nc1ccc(Cl)cc1	-7.1	1.4	7.7	1.5	-14.6	-0.8	9.7	8.2
Cc1ccc(-c2csc(NC(=O)c3cc([N+](=O)[O-])ccc3N3CCOCC3)n2)cc1	-7.8	-2.9	-7.7	-10.0	-3.6	-16.4	-9.0	20.1
CSC(=NS(=O)(=O)c1ccccc1)SC	1.8	0.7	-3.6	8.7	6.6	-4.9	7.3	-6.6
O=C(CNC(=S)N(CCCN1CCOCC1)Cc1cccs1)NCc1ccccc1Cl	-2.1	1.3	13.5	-3.6	8.1	7.2	-7.4	4.3
Cc1cc(F)ccc1NC(=S)NCCc1ccccc1	-8.2	-1.2	-2.2	-8.1	7.1	-6.8	-8.0	8.0

Records listed above marked active in UBC13 inh:
SMILES	APOBEC3G inh	SENP1 inh	SENP6 block	UBC13 inh	SENP7 block
Cc1cc(N)c2cc(NC(=O)/C=C/c3ccccc3Cl)ccc2n1	-13.2	1.1	-12.8	117.1*	-2.3
